Screening data: PubChem, Sanford-Burnham Center for Chemical Genomics
mIAP activ = increases mouse intestinal alkaline phosphatase activity. 0.24% of 330,000 active. activation factor at 10 µM. muIAP, CDP-Star luminescence, 30 min; stronger effect = higher value; 1 = vehicle-only enzyme signal, 0 = enzyme-free wells;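 active means activation factor of at least 2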; further: the source names both 10 and 20 µM as test concentration; values of inactives mirror those of a sister screen read the other way
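Assay system: mouse IAP enzyme; reagent: chemiluminescent substrate CDP-Star; dosing: test compounds delivered from DMSO solution; schedule: 30 min at room temperature; measured by: luminescence from enzymatic CDP-Star hydrolysis; controls: DMSO-only wells and no-enzyme negative control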
NALP3 yeast inh = blocks the NALP3 inflammasome reconstituted in yeast | Yeast reconstituted NLRP3/ASC/caspase-1, beta-gal luminescence, 24 h | inhibition, % at 10 µM | 0.39% of 330,000 active | AID 2825;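 active means inhibition of 50% or more; inactive means inhibition below 50%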;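 further: plate controls were induced DMSO wells for no effect and uninduced yeast grown without galactose for full effect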
beta cell repl = inducers of beta-cell replication in MIN6 cells. AID 2380. MIN6 cells proliferation, ATPlite luminescence, 48 h; cells starved in 0.2% serum; 100% = growth in 10% serum. 0.29% of 330,000 active. proliferation, % at 10 µM;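 active means compounds whose signal lies at least 3.5 SD above the mean of all wells on their plate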;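 further: 0% = DMSO-treated cells in low-serum medium and 100% = 10% serum control; some compounds called inactive have numbers as strong as hits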
mIAP block = mouse IAP inhibition; purified mouse IAP, CDP-Star luminescence, 30 min; inhibition, % at 10 µM; 0.2% of 330,000 active; AID 2806;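 active means inhibition of at least 40% at 10 µM in the primary screen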;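 further: plate controls were DMSO with enzyme for no effect and no enzyme wells for full effect; values of inactives mirror those of a sister screen read the other way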
hIAP block = blocks human intestinal alkaline phosphatase; inhibition, % at 10 µM; purified IAP, CDP-Star luminescence, 30 min; P09923; 0.12% of 330,000 active;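 active means inhibition reaching a set limit with compound at 10 µM in the primary screen, cut at about 35% in these data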;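 further: plate controls were DMSO wells with enzyme for no effect and no-enzyme buffer wells for full effect; values of inactives mirror those of a sister screen read the other way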
A3G deaminase = inhibitors of human APOBEC3G DNA deaminase; Q9HC16; recombinant A3G, ssDNA deamination FAM/TAMRA fluorescence; inhibition, % at 20 µM; 0.28% of 330,000 active; AID 493012;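 active means inhibition of at least 40% at 20 µM, with no more than 30% in the related APOBEC3A deaminase screen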;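 further: plate controls were DMSO wells with A3G for no effect and wells lacking A3G enzyme for full effect; some compounds called inactive have numbers as strong as hits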
Target sequence (Q9HC16 whole entry, looked up): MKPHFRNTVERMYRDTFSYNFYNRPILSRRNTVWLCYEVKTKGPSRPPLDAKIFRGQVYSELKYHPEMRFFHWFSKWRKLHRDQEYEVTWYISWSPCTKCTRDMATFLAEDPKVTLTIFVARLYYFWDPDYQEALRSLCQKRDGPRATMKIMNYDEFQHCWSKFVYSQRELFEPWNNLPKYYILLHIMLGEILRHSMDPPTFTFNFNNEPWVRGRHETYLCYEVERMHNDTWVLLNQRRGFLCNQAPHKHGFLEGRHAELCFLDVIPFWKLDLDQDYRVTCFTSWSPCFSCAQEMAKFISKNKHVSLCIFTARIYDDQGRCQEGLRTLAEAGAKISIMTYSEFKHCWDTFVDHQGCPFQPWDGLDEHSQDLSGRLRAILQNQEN
A3A deaminase = blocks human APOBEC3A ssDNA deamination. P31941. recombinant A3A, FAM/TAMRA ssDNA deamination fluorescence. inhibition, % at 20 µM. 0.41% of 330,000 active;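 active means at least 40% inhibition at 20 µM here, with at most 30% in a related deaminase screen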;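 further: plate controls were A3A with DMSO for no effect and wells lacking A3A enzyme for full effect; some results filed as inactive read as strong as hits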
Target sequence (P31941 whole entry, looked up): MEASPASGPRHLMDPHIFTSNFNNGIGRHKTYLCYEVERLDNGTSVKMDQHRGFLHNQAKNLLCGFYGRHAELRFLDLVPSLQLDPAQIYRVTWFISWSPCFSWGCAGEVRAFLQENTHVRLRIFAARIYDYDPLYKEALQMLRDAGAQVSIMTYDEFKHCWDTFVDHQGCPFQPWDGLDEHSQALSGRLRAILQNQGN
hIAP activ = human IAP activation; P09923; purified human IAP, CDP-Star luminescence, 30 min; stronger effect = higher value; 1 = vehicle-only enzyme, 0 = enzyme-free background; AID 2524; 0.16% of 330,000 active; activation factor at 10 µM;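 active means activation factor of the enzyme at least 2-fold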; further: the source names both 10 and 20 µM as test concentration; values of inactives mirror those of a sister screen read the other way
SENP1 FRET inh = inhibitors of human SENP1 SUMO protease catalytic domain; Q9P0U3; inhibition, % at 10 µM; recombinant SENP1 catalytic domain, CyPet-SUMO1-YPet FRET cleavage; 0.21% of 360,000 active; AID 624204;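 active means inhibition at least 30% at 10 µM, raw YFP signal under a set limit, fluorescence ratio 0.5 to 1.5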;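 further: 0% = enzyme with DMSO and 100% = no enzyme wells; some results filed as inactive read as strong as hits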
Target sequence (Q9P0U3 419-644 limits assumed): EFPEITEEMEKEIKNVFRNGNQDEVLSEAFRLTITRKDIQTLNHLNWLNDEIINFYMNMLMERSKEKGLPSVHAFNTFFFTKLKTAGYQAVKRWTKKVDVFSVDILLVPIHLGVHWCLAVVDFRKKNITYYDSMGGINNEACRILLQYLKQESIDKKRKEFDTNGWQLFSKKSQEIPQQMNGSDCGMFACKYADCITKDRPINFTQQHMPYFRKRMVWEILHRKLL
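Test system: human SENP1 catalytic domain; medium: Tris pH 8 buffer plus EDTA, NaCl, BME, BSA, NP40, catalase; incubation: 50 min reaction at room temperature; technique: FRET, CFP and YFP emission; controls: no-enzyme low control and enzyme-plus-DMSO high control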
* hit, by the source's call; nt = not tested or not shown; & = joins results of further samples.

SMILES	mIAP activ	NALP3 yeast inh	beta cell repl	mIAP block	hIAP block	A3G deaminase	A3A deaminase	hIAP activ	SENP1 FRET inh
CSc1ccc(C(=O)C2CCCN(Cc3cccc4nccnc34)C2)cc1 (configuration not stated)	0.95	16	0	5	4	2	3	0.96	3
C=CCn1c(SCC(=O)NC2CC2)nc2ccccc2c1=O	0.99	10	1	1	13	-5	0	0.87	1
CSc1nc(N)nc(SCC(=O)CC(=O)OC(C)C)c1C#N	0.92	5	-2	8	12	-3	1	0.88	-3
CCN1CN(CCc2ccccc2)CNC1=S	1.1	-2	9.3*	-14	0	-5	-2	1	2
CC(C)N(C(=O)CN1C(=O)NC2(CCCCCC2)C1=O)C(C)C	1.1	-1	-1	-7	-4	-11	-4	1	2
Cc1noc(C)c1S(=O)(=O)N(C)C[C@H]1Oc2c(NC(=O)C3CCCCC3)cccc2C(=O)N([C@H](C)CO)C[C@@H]1C	1.1	10	-2	-5	-4	-8	-5	1	-1
CC(=O)Nc1ccc(NC(=O)c2cc(S(=O)(=O)N3CCCCC3)ccc2C)cc1	0.96	19	0	4	2	-6	-3	0.98	1
N#CCC(=O)NNc1c([N+](=O)[O-])cc(C(F)(F)F)cc1[N+](=O)[O-]	0.82	17	0	18	26	0	-3	0.74	2
CSC(=NC1CCCCC1)NS(=O)(=O)c1ccccc1	1	9	-2	-4	6	-9	-1	0.94	1&3
NC(=O)c1cc(S(=O)(=O)N2CCN(c3ccc([N+](=O)[O-])cc3)CC2)cs1	1	3	-1	0	-4	-1	1	1	-3
CN(CC(=O)Nc1cccc(F)c1)C(=O)CC1CC2CCC1C2 (configuration not stated)	1	9	0	-1	-13	-8	-1	1.1	-5
O=C(CN(Cc1ccco1)C(=O)c1ccc(N2CCCC2=O)cc1)Nc1ccccc1C(F)(F)F	1.1	19	1	-5	-2	-2	5	1	-9
COc1ccc(OC)c(NC(=O)c2cc3c(Cl)nc4ccccc4c3s2)c1	0.89	9	1	11	12	-6	0	0.88	-13
COCCNC(=O)Cn1cc(C(=O)c2cccs2)c2ccccc21	0.9	7	-2	10	-6	0	-1	1.1	2
O=C(NCCc1ccccc1)C1CCCN(c2nc3ccccc3s2)C1 (configuration not stated)	1.1	41	0	-12	-1	-10	-4	1	1
Cc1ccc(S(=O)(=O)N[C@@H](CC(C)C)C(=O)NCc2ccco2)cc1	0.98	9	2	2	14	-6	0	0.86	4
COc1cccc(NC(=O)CN(C)C(=O)c2c(C)nn(-c3ccccc3)c2Cl)c1	1.1	17	-2	-10	1	-5	-3	0.99	0
CCc1cc2c(=O)c(-c3nc4ccccc4n3C)c(C)oc2c(CN2CCN(C)CC2)c1O	0.98	7	-1	2	-13	-3	-1	1.1	nt
CC(=O)c1cccc(OCC(O)CNCCc2ccc(Cl)cc2)c1 (configuration not stated)	1	19	-3	-1	1	0	-2	0.99	-2
CC(=O)N1c2ccccc2C2(O)N=C(C)SC12 (configuration not stated)	0.95	13	-6	5	-3	46*	-1	1	2
NC(=O)C1CCN(C2=C(NS(=O)(=O)c3ccc(Cl)cc3)C(=O)c3ccccc3C2=O)CC1	1.1	7	-4	-9	-2	-3	-3	1	2
COc1ccc(CNC(=O)CSc2nnc(-c3cccnc3)n2N)cc1	1.1	10	-3	-6	-3	6	-4	1	6
CN=C1N(C)C[C@@H]2[C@@H]3C(=O)N(Cc4ccccc4)C(=O)[C@@H]3[C@](Cc3ccccc3)(C(=O)OC)N12	1.1	nt	nt	-18	nt	0	2	nt	2
Cc1cc(C(=O)Nc2nc3ccc(S(C)(=O)=O)cc3s2)c(C)o1	0.98	6	-1	2	-11	-3	-2	1.1	-8
Cc1ccc(S(=O)(=O)n2nc(-c3ccc(Cl)cc3)nc2NCc2ccco2)cc1	1	7	-5	-2	13	-1	-1	0.87	1

Results in beta cell repl, for some of the entries so far:
Compound | beta cell repl
NC(=O)c1cc(S(=O)(=O)N2CCN(c3ccc([N+](=O)[O-])cc3)CC2)cs1 | -1
CN(CC(=O)Nc1cccc(F)c1)C(=O)CC1CC2CCC1C2 (configuration not stated) | 0

Later entries
SMILES	mIAP activ	NALP3 yeast inh	beta cell repl	mIAP block	hIAP block	A3G deaminase	A3A deaminase	hIAP activ	SENP1 FRET inh
CC/C=C/C(=O)N1CC2(CC(c3cccc(NC(=O)CCCCC)c3)=NO2)C[C@H]1C(N)=O (some centres not stated)	1.1	6	1	-5	8	0	0	0.92	-1
O=C(CSc1nnc(-c2ccccc2)n1-c1ccccc1)c1cccs1	1	12	2	0	-49	-8	-1	1.5	0
C=CCNC(=S)/N=c1/ccccn1CCC	0.99	17	1	1	-6	2	-4	1.1	-1
Cc1cc(C)nc(NS(=O)(=O)c2ccc(NC(=O)COc3ccccc3F)cc2)n1	0.99	4	2	1	18	-10	-6	0.81	-1
O=C(CN(C(=O)c1csnn1)c1ccccc1Cl)NC1CCCCC1	0.96	9	-1	4	-2	-7	-5	1	0
O=C1C=C(N(CCO)CCO)C2(CCCCC2)O1	1.1	11	3	-11	-6	-6	-3	1.1	2
CCNc1nc(NC(C)C)nc(NS(=O)(=O)c2ccc(C)cc2)n1	1.1	15	-3	-8	-1	-1	2	1	1
COC(=O)[C@]1(C)N[C@H](CN(C)C(=O)c2ccccc2)[C@@H]2C(=O)N(C)C(=O)[C@@H]21	0.91	6	-2	9	2	-5	-5	0.98	0
COc1cc(C2C3=C(CCCC3=O)Nc3[nH]n(-c4ccccc4)c(=O)c32)ccc1O (configuration not stated)	0.95	18	-4	5	-8	-4	-3	1.1	-3
Cc1cc(C)c(S(C)(=O)=O)c(S(=O)(=O)c2ccc(Cl)cc2)n1	0.92	11	4	8	-1	-2	-2	1	4
COc1cccc(NC(=O)CN(C)C(=O)CCC(=O)c2cc(C)sc2C)c1	1	13	-1	-4	-7	-8	-1	1.1	0
Cc1ccsc1C(=O)N/N=C/c1ccc2c(c1)OCO2	0.98	10	-4	2	6	-4	2	0.94	1
COc1cc(C)c(C)cc1S(=O)(=O)n1c(C)nc2ccccc21	0.98	25	-2	2	10	-6	-6	0.91	1
O=C(NC1CCCCC1)C(c1ccc2ncccc2c1)N(Cc1ccccc1)C(=O)c1cccs1 (configuration not stated)	0.96	12	0	4	3	1	4	0.97	0
O=C(NNC1=NCCCCC1)Nc1ccc(Cl)cc1	1	-24	-4	-1	1	-5	0	0.99	1
CC(C)(C)c1ccc(/C=C/C(=O)Nc2ncccn2)cc1	1	25	-4	0	5	-8	-1	0.95	0
c1ccc(CCc2nc(-c3ccc(-n4cccc4)cc3)no2)cc1	0.96	5	-1	4	22	-1	-2	0.78	2
CC1CCc2sc3nc(N4CCN(CCO)CC4)n4ncnc4c3c2C1 (configuration not stated)	1	-4	-3	-3	17	-8	-3	0.83	-1
CCC(C)NC(=O)CSc1nnc(-c2cc(-c3cccs3)nc3ccccc23)o1 (configuration not stated)	0.97	19	0	3	18	7	-1	0.82	-18
COC(=O)c1cc(C#N)c(NCc2ccccc2)nc1C	1	10	-1	-3	-24	0	0	1.2	0
COc1cccc2c1OCC/C2=N\NC(=O)COc1ccccc1C	1.1	11	1	-8	21	-4	0	0.79	1
CCOc1ccc(-n2c(SC(C)C(=O)OC)nc3c(c2=O)SCC3)cc1 (configuration not stated)	0.93	6	-1	8	14	-7	-3	0.86	1
O=C(NCc1ccccn1)C(=O)NCC(c1ccco1)N1CCN(c2ccc(F)cc2)CC1 (configuration not stated)	1	1	-2	0	-29	-3	2	1.3	1
Cc1ccc(SCC(=O)Nc2nncs2)cc1	0.95	-1	0	5	6	0	1	0.94	3
Cc1cc(C)c2nc(N3CCC(C(=O)NCCCN4CCCC4=O)CC3)sc2c1	0.93	4	-3	7	-10	-4	-7	1.1	1
Next part.
SMILES	mIAP activ	NALP3 yeast inh	beta cell repl	mIAP block	hIAP block	A3G deaminase	A3A deaminase	hIAP activ	SENP1 FRET inh
C=CCn1c(SCc2csc(-c3ccc(Cl)cc3)n2)nnc1-c1ccccc1OC	0.93	11	-2	7	-3	-4	0	1	-1
CCc1nccn1S(=O)(=O)c1ccccc1[N+](=O)[O-]	0.94	6	-5	6	2	-3	1	0.98	1
COc1cc(CNCc2ccc(C(=O)O)cc2)ccc1OCc1ccc(F)cc1	1.1	13	0	-8	1	-4	4	0.99	1
O=C(NNc1cc(Cl)ccc1Cl)C1CCC1	1.1	-11	-1	-6	4	-8	-1	0.96	0
CCC(=O)N1CCc2cc(Br)cc(S(=O)(=O)NC3CCN(Cc4ccccc4)CC3)c21	1	5	-2	-1	3	-13	-5	0.97	1
Cc1ccc(C(=O)NCCc2csc(C)n2)cc1	0.96	13	-2	4	15	0	-1	0.85	1
CNC[C@H]1Oc2c(NS(=O)(=O)c3cccs3)cccc2C(=O)N([C@H](C)CO)C[C@@H]1C	0.96	2	0	4	10	-7	-2	0.9	-1
CC(c1ccccc1)C1CC(=O)N(CC(=O)O)C1=O (configuration not stated)	1.1	8	1	-12	-12	-5	-4	1.1	2
COc1cccc(NC(=O)CN(C)C(=O)CNC(=O)c2ccc(Oc3ccccc3)cc2)c1	1	15	-4	-4	6	-9	-1	0.94	0
Nc1nc2n[nH]nc2c(=O)[nH]1	0.91	18	-4	9	-8	-2	3	1.1	2
COc1ccc(-c2csc(N(CCCN(C)C)C(=O)c3ccc(Br)cc3)n2)cc1	0.99	32	-5	1	15	-4	-4	0.85	1
Cn1c(N)c(C(=O)COC(=O)CC(NC(N)=O)c2ccc(Cl)cc2)c(=O)n(C)c1=O (configuration not stated)	0.99	6	3	1	-2	-4	3	1	1
O=C(COC(=O)CSCC(=O)N1CCCCC1)Nc1ccc(Cl)cc1	1	1	-2	-3	0	-3	-3	1	1
COCCNc1oc(-c2cccs2)nc1S(=O)(=O)c1ccc(C)cc1	0.99	6	2	0	6	1	2	0.94	-2
CCCCC(=O)Nc1ccc(C(=O)NNC(=S)NC(=O)c2ccccc2[N+](=O)[O-])cc1	0.71	12	1	29	-40	-3	1	1.4	2
CC(=O)Nc1cccc(C(=O)OCC(=O)NC(=O)c2ccccc2)c1	1	17	1	-4	0	-2	-3	0.99	1
Cc1ccc(C(=O)NCC(=O)Nc2ccc3c(c2)CCC3)cc1C	1	8	1	-2	-12	4	6	1.1	1
CC(C)COn1c(=S)[nH]c2ccccc2c1=O	1	16	2	-4	6	-8	3	0.94	2
Cc1ccc(N2CC(C(=O)NCc3nnnn3-c3ccc(C)c(C)c3)CC2=O)cc1 (configuration not stated)	1	9	5	-2	-12	-3	52*	1.1	3
CC(=O)Nc1cccc(Oc2nc(C(F)(F)F)nc3ccccc23)c1	0.93	22	-1	7	6	-8	-4	0.94	0
COC(=O)C(NS(=O)(=O)c1ccc(N2CCCC2=O)cc1)c1ccccc1 (configuration not stated)	0.92	8	-3	8	-16	-6	4	1.2	1
COc1ccc(CCN(C)CCN2C(=O)c3ccccc3C2=O)cc1OC	1	9	-2	-2	-11	-12	-6	1.1	2
O=C(COC(=O)COc1ccccc1F)NC1CC1	1	0	0	-2	-3	-5	-2	1	1
COc1ccc(-n2c(C)nn(CCOc3ccccc3)c2=O)cc1	0.91	-13	-3	9	-10	-4	2	1.1	0

Some of the compounds tested, so the mix of outcomes need not match the whole.
